Tb hexokinase = blocks Trypanosoma brucei hexokinase 1 activity | recombinant TbHK1, G6PDH-coupled NADH A340 | inhibition, % at 10 µM | actives 0.11% (n = 220,000) | AID 1430;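 active = inhibition of 50% or more in the single-dose primary screen; inactive = inhibition below 50%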
Hck Nef HTS = human Hck-Nef kinase inhibition; P08631; actives 0.68% (n = 220,000); Recombinant Hck-YEEI plus Nef, Z-Lyte FRET kinase assay; inhibition, % at 20 µM; AID 463187;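 active = Hck-Nef kinase inhibition above about 50%, limit read from the data; inactive = inhibition below that limit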;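 also: 0% = DMSO with Hck plus Nef and 100% = Hck alone without Nef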
Calpain2 inh = calpain II (pig) inhibition | purified calpain II, fluorogenic peptide substrate, 30 min | actives 0.37% (n = 220,000) | inhibition, % at 16 µM;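 active = inhibition above about 50%, limit read from the data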
eIF4E 4G PPI = blocks eIF4E binding to eIF4G; TR-FRET eIF4E-eIF4GI(517-606) binding, 2 h; inhibition, % at 21.7 µM; actives 0.37% (n = 220,000); AID 782;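 active = inhibition above about 30%, limit read from the data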;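 also: 0% = full FRET control wells and 100% = background wells lacking eIF4GI fragment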
EP2 modulator = modulators of human EP2 prostaglandin E2 receptor. EP2-expressing cells, cAMP HTRF FRET, PGE2 co-stimulation. P43116. induction, % at 25 µM. actives 0.83% (n = 260,000). AID 940;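 active = compounds whose cAMP rise, as percent of the full-agonist control response, exceeds 60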;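 also: rat C6 glioma line stably carrying human EP2 under a CMV promoter; the protocol text gives 20 µM as final concentration; 100% = response of wells given 1 µM PGE2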
Target sequence (P43116 whole entry, looked up): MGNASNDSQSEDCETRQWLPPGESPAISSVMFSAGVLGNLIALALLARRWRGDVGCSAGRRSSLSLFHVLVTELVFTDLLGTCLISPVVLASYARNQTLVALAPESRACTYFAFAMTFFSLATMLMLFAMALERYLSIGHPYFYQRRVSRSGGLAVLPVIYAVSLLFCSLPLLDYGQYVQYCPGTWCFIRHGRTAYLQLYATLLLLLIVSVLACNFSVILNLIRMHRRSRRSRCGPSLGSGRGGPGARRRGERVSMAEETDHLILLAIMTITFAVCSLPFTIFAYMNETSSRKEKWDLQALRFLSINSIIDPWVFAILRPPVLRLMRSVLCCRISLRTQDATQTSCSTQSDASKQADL
PGE2 EP2 inh = inhibitors of human EP2 prostaglandin E2 receptor; P43116; C6 glioma cells expressing human EP2, cAMP TR-FRET; cells stimulated with saturating PGE2; inhibition, % at 25 µM; actives 0.52% (n = 260,000);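 active = percent inhibition above 40 after rounding to a whole number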;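 also: rat C6 glioma host cells with rolipram phosphodiesterase inhibitor present; the protocol text gives 20 µM as final concentration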
14-3-3 Bad PPI = disrupts binding of bovine 14-3-3 zeta to phospho-Bad peptide; inhibition, % at 21.7 µM; TR-FRET 14-3-3zeta/Dy647-pBad peptide displacement, 1 h; actives 0.71% (n = 220,000);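 active = inhibition above about 70%, limit read from the data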;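 also: 0% = full 14-3-3 plus peptide FRET controls and 100% = background without 14-3-3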
Target sequence (P63103 whole entry, looked up): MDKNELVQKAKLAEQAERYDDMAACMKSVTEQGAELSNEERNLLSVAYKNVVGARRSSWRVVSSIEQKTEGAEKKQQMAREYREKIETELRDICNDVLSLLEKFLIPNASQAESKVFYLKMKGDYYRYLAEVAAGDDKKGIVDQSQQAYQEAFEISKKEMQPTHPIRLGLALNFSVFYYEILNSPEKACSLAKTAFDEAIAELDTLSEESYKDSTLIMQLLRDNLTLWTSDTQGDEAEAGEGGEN
Rad51 HR inh = Rad51 (human) homologous recombination inhibition. Q06609. hRad51 DNA strand exchange, fluorescence dequenching. inhibition, % at 10 µM. actives 0.085% (n = 200,000). AID 1385;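 active = inhibition above 40% at the single screening dose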;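 also: 0% = DMSO control wells and 100% = blanks with heterologous ssDNA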
Target sequence (Q06609 whole entry, looked up): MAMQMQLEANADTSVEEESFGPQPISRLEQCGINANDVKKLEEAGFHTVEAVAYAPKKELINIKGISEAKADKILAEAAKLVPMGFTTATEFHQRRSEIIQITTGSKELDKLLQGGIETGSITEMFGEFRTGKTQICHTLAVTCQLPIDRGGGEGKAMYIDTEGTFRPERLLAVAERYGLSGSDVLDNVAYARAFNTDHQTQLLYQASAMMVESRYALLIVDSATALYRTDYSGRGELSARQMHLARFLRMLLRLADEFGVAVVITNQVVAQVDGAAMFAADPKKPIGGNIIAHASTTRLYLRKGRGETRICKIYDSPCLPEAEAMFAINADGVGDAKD
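System: human Rad51 nucleoprotein filaments preassembled on unlabelled ssDNA. Reagent: labelled 47-mer dsDNA for strand exchange. Schedule: 30-min compound preincubation and 15-min exchange, both room temperature. Measured by: FRET fluorescence dequenching, excitation 485 nm, emission 520 nm. Read-out: Fluorescence-based percent inhibition, control- and blank-normalised. Benchmarks: plate controls and plate blanks.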
zVAD death inh = blocks zVAD induced death of L929 cells; L929 zVAD necroptosis rescue, ATP luminescence, 24 h; with zVAD 60 µM; viability rescue, % at 10 µM; actives 0.38% (n = 220,000); AID 1377;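 active = activation, scaled between plate controls, above about 75%, limit read from the data; inactive = activation under that limit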;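 also: 0% = zVAD with DMSO and 100% = DMSO alone without zVAD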
* hit, by the source's call; i = inactive; . = not tested or not shown; [ ] = remark or other dose. These rows are one share of the data; the hit share may differ from the screen's.

cpd	Compound	Tb hexokinase	Hck Nef HTS	Calpain2 inh	eIF4E 4G PPI	EP2 modulator	PGE2 EP2 inh	14-3-3 Bad PPI	Rad51 HR inh	zVAD death inh
1	O=C(O)c1cccc(CN2C(=O)S/C(=C/c3ccccc3[N+](=O)[O-])C2=O)c1	-18	17	-26	2	1	9	0	22	0.5
2	CN(C)CC(C)(C)CNC(=O)CC1C(=O)NCCN1Cc1ccc(-c2ccccc2)cc1 (stereo not given)	2	8	-24	2	-4	5	-6	-23	0.4
3	Cc1c(NC(=O)CN2CCN(c3ccc(F)cc3)CC2)c(=O)n(-c2ccccc2)n1C	-1	0	-15	-1	23	3	9	7	0.0
4	CC(C)(C)c1ccc(C(=O)Nc2ccc(CC(=O)O)cc2)o1	3	1	11	-7	6	3	-11	4	1.2
5	O=C(Cn1c(-c2ccccn2)nc2ccccc21)NCCN1CCOCC1	6	7	-61	1	34	3	-11	-3	-0.5
6	COc1ccc(CCNC(=S)NC2CCN(Cc3ccccc3)CC2)cc1OC	0	10	9	-3	-23	7	-10	10	1.3
7	Cc1nc2sc(C(c3ccco3)N3CCc4ccccc4C3)c(O)n2n1 (stereo not given)	-2	12	.	.	.	7	.	-10	0.1
8	Cc1noc(C)c1COc1cccc(C(=O)N2CCc3ccccc32)c1	0	26	8	5	-10	4	-3	-22	-0.9
9	Cc1ccc2c(c1)c1cccc3c1n2CCN3CCC(N)=O	-4	24	i	7[fluorescence artefact?]	-20	8	32[fluorescence artefact?]	-6	0.1
10	C#CCOCCOCCOCCNc1nc(N2CCN(C(=O)[C@H](CCCCN)n3cc([C@@H](N)CO)nn3)CC2)nc(N2CCN(C(=O)[C@H](Cc3ccc(O)cc3)n3cc([C@@H](N)CC(C)C)nn3)CC2)n1	4	3	23	4	12	9	13	-9	-0.4

Additional structures follow:
cpd	Compound	Tb hexokinase	Hck Nef HTS	Calpain2 inh	eIF4E 4G PPI	EP2 modulator	PGE2 EP2 inh	14-3-3 Bad PPI	Rad51 HR inh	zVAD death inh
11	O=C(NCC(F)(F)F)Nc1ccccn1	-2	2	-19	0	19	4	7[fluorescence artefact?]	5	0.6
12	COc1ccc(Nc2ccc(C(N)=O)cc2[N+](=O)[O-])cc1	1	18	-6	4	-46	7	0	-1	0.2
13	CCC(=O)OCn1nnc2ccccc2c1=O	6	15	20	0	-1	14	17	-11	0.9
14	CCOc1cccc(C(=O)NC(=S)Nc2ccc(N3CCN(CC)CC3)cc2)c1	-1	13	0	1	-55	5	-2	0	-1.0
15	CSCCC(NC(=O)c1c(C)oc2c1CCCC2)C(=O)O (stereo not given)	3	1	-11	-1	25	8	5	-5	0.9
16	CCN(CC(=O)NC1CCCCCC1)S(=O)(=O)c1ccccc1	-5	10	4	-1	21	14	-9[fluorescence artefact?]	10	-0.6
17	C=C(C)C1Cc2c(C)nn(-c3ccccc3)c2C1 (stereo not given)	-4	-1	10	1	61*	11	5	-6	-0.4
18	CCCNc1c(N)c(=O)c1=O	-10	14	-24	-9	31	5	3	11	0.3
19	O=C(CCc1nnc(CCCCc2ccccc2)o1)N1CCCC(O)C1 (stereo not given)	6	19	-19	-12	-13	5	8	-4	0.5
20	COC(=O)C1ON2OC(C(=O)OC)C(C(=O)OC)C2C1CC(C)=O (stereo not given)	0	1	7	5	11	19	19	6	1.5

Whole records, looked up by structure:
`CCOc1cccc(C(=O)NC(=S)Nc2ccc(N3CCN(CC)CC3)cc2)c1` is listed as Tb hexokinase = -1; Hck Nef HTS = 13; Calpain2 inh = 0; eIF4E 4G PPI = 1; EP2 modulator = -55; PGE2 EP2 inh = 5; 14-3-3 Bad PPI = -2; Rad51 HR inh = 0; zVAD death inh = -1.0
`C=C(C)C1Cc2c(C)nn(-c3ccccc3)c2C1` (stereo not given) is listed as Tb hexokinase = -4; Hck Nef HTS = -1; Calpain2 inh = 10; eIF4E 4G PPI = 1; EP2 modulator = 61*; PGE2 EP2 inh = 11; 14-3-3 Bad PPI = 5; Rad51 HR inh = -6; zVAD death inh = -0.4

Next part:
cpd	Compound	Tb hexokinase	Hck Nef HTS	Calpain2 inh	eIF4E 4G PPI	EP2 modulator	PGE2 EP2 inh	14-3-3 Bad PPI	Rad51 HR inh	zVAD death inh
21	COc1ccc(CCC(=O)NNC(=S)NCc2ccc(F)cc2)cc1	6	19	7	2	30	7	-13	8	0.8
22	CC(C)(C)NC(=O)C(c1ccncc1)N(C(=O)Cn1nnc(-c2ccc(F)cc2)n1)c1ccc(F)cc1 (stereo not given)	-1	26	20	-3	18	8	2	6	0.8
23	CCCC1=[N+](CC(=O)c2ccc(C)cc2)CCn2cccc21	-82	1	4	3[fluorescence artefact?]	25	8	-7[fluorescence artefact?]	-6	0.4
24	Cc1ccc(-c2nnc(N)o2)cc1	-4	1	11	-2	15	11	8	27	-0.2
25	COC(=O)c1ccc(Oc2cc(C)nc(SC)n2)cc1	-5	-1	-34	-1	28	5	-7	0	-0.3
26	CCOC(=O)N1CCN(C(=O)/C(=C/c2cccc3ccccc23)NC(=O)c2ccc(OC)cc2)CC1	-19	0	-28	-1	27	5	7	-2	-0.1
27	O=c1[nH]cnc(O)c1C(c1cccc([N+](=O)[O-])c1)c1c(O)nc[nH]c1=O	8	7	2	5	-15	13	2	12	0.3
28	OC1(c2ccccc2)C/C(=N\n2cnnc2)C=C1c1ccccc1 (stereo not given)	-3	0	25	6	31	23	-3	14	0.9
29	COc1cccc(NC(=O)C2C3C=CC4(O3)C2C(=O)N(C2CC2)C4C(=O)NC2CCCCC2C)c1 (stereo not given)	-3	0	-8	4	32	13	0	-1	1.0
30	CN(Cc1nc(-c2cccs2)no1)CC1COCCO1 (stereo not given)	1	2	-15	1	19	9	-11	16	1.3

(next part)
cpd	Compound	Tb hexokinase	Hck Nef HTS	Calpain2 inh	eIF4E 4G PPI	EP2 modulator	PGE2 EP2 inh	14-3-3 Bad PPI	Rad51 HR inh	zVAD death inh
31	CC(=O)Nc1ccccc1OC(C)C(=O)N1CC(C)CC(C)C1 (stereo not given)	-3	12	4	-2	-20	5	0	-6	0.4
32	CC(C)(C)C1CCC(=NNC(=O)CC(=O)NCc2ccccc2)CC1 (stereo not given)	3	3	-11	1[fluorescence artefact?]	27	9	-9	-30	0.4
33	CC(=O)N1CCc2cc(S(=O)(=O)NC(Cc3ccccc3)C(=O)NCCN3CCCCC3C)ccc21 (stereo not given)	0	6	-10	0	-6	11	-8	.	-0.7
34	C/C(=N\NC(=O)c1ccc([N+](=O)[O-])cc1)c1c(O)cc(C)oc1=O	-14	21	-17	0	-7	3	-23	28	5.3
35	COc1ccc(CNC(=O)COC(=O)C2CCC(C(C)(C)C)CC2)cc1 (stereo not given)	-9	1	15	4	33	10	-4	5	2.0
36	COc1ccc(Nc2nc3ccccc3c(=O)s2)c(OC)c1	-3	1	5	-1	6	9	0	-2	0.4
37	Cc1cccc(NC(=O)CSc2nnc(NC(=O)c3ccco3)s2)c1	-2	13	-41	-4	12	3	-6	17	-0.2
38	c1csc(CSc2nnc3sc4ccccc4n23)c1	9	4	6	0	-6	11	-3	12	-0.2
39	Cc1cccc(C(=O)Nc2nnc(-c3ccncc3)o2)c1	-17	-37	-4	-2	20	7	1	7	1.1
40	COc1cc(/C=N/NC(=O)CN(Cc2ccco2)S(=O)(=O)c2ccccc2)ccc1O	4	1	-16	3	-82	27	-14[fluorescence artefact?]	0	2.1

Following part
cpd	Compound	Tb hexokinase	Hck Nef HTS	Calpain2 inh	eIF4E 4G PPI	EP2 modulator	PGE2 EP2 inh	14-3-3 Bad PPI	Rad51 HR inh	zVAD death inh
41	N/C(=N\OC(=O)c1ccc([N+](=O)[O-])cc1)c1ccccn1	-4	19	-30	2	-7	13	-3	-14	2.3
42	Cc1ccc(/C=C/C(=O)O)cc1S(=O)(=O)NCCCC(=O)O	-2	-2	-3	-18[fluorescence artefact?]	8	9	-3	-7	0.0
43	N#CCCCSc1nnc(-c2ccc(Cl)cc2)n1-c1ccccc1	1	6	4	7	42	11	14	-3	-0.2
44	CCC(C)(C)NC(=O)C(c1ccccn1)N(C(=O)c1csnn1)c1ccc(C)cc1 (stereo not given)	-6	18	-15	0	10	6	-4	-1	-1.4
45	COc1ccc2[nH]c3c(NCCCN4CCCC4=O)ncnc3c2c1	-19	2	-447	-2	-13	8	12	-1	0.2
46	Cc1cc(SCn2nnc3ccccc3c2=O)nc2ccccc12	-12	1	26	8	-6	8	9[fluorescence artefact?]	-2	0.2
47	Cc1nn(-c2ccccc2)c(Cl)c1C1C(C#N)=C(N)Oc2c1c(C)nn2-c1ccccc1 (stereo not given)	-7	1	-31	5	-34	36	-5	4	-0.1
48	COc1ccc(N2C(=O)/C(=C/N(C)C)NC2=S)cc1	-36	-27	-12	0	24	5	-17	28	0.3
49	CCOC(=O)N1CCN(C(=O)Cn2ncc3c2-c2ccccc2OC3)CC1	-4	0	4	-2	-1	9	0	2	-1.1
50	CN(CCC#N)C(=O)CC(Cc1ccccc1)C1CCOC(C)(C)C1 (stereo not given)	-8	3	3	-1	15	10	0	4	0.2

(list continues)
cpd	Compound	Tb hexokinase	Hck Nef HTS	Calpain2 inh	eIF4E 4G PPI	EP2 modulator	PGE2 EP2 inh	14-3-3 Bad PPI	Rad51 HR inh	zVAD death inh
51	N=c1c2c(ncn1CCN1CCOCC1)Oc1cc(O)ccc1C2c1ccccc1 (stereo not given)	-4	7	8	3	-19	13	-17	-16	-1.2
52	CCS(=O)(=O)c1ccc2oc(=O)c(/C=C(\O)c3ccc(Cl)cc3)nc2c1	-19	-1	12	-3	-8	6	-11	-33	0.2
53	Cc1[nH]c(=S)c(C#N)c2c1CCCC2	-7	-18	-4	-3	31	11	-9	3	1.6
54	CC(c1ccccc1)c1nnc(NC(=O)c2ccc3c(c2)OCO3)s1 (stereo not given)	-10	17	33	3	-40	7	-2	11	2.2
55	O=C(Nc1cccc2nsnc12)c1ccc(-c2ccc(Br)cc2)o1	-2	10	-90	-3	-2	.	-6	.	-0.3
56	O=C(O)Cc1c(C(=O)O)nnn1-c1cccc(C(F)(F)F)c1	6	-2	-27	-2	33	8	-14	.	-0.3
57	N#CCCN(Cc1cccs1)C(=O)Nc1ccccc1	-4	19	-17	0	0	3	-4	4	0.8
58	CO/N=C/c1ccc(N2CCOCC2)c([N+](=O)[O-])c1	-10	31	-15	0	-10	3	-6	-25	3.8
59	O=C(Nc1ccccc1)ON=C1c2ccccc2-c2ccccc21	0	2	14	7	-37	11	-4	4	0.8
60	O=[N+]([O-])c1ccc(-c2ccc(/C=N/Nc3nc(N4CCCCC4)nc(N4CCCCC4)n3)o2)cc1	-3	18	-81	-3	8	17	-4	-80	11
61	C/C(NC(=O)c1ccccc1F)=C1\C(=O)C[C@@H]2[C@H]1C2(C)C	-16	0	-12	6	10	16	-14	25	4.2
